# KCNK9 block: KCNK9 potassium channel inhibitors, primary screen, HEK293 cells, thallium flux; Potassium channel subfamily K member 9 (Homo sapiens), Q9NPC2; FluxOR thallium flux fluorescence; hits give low values; B-score at 10 µM; 310,000 compounds, 1.2% hits; AID 488922, 2010;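 active means ratio B-score over 3 SD below the library mean, with starting fluorescence within 5 SD of its mean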;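 further: negative B-score means less thallium flux so channel inhibition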
# KCNK3 block: human KCNK3 channel inhibitors, primary screen, CHO cells, FluxOR thallium flux, B-score | 340,000 compounds, 0.84% hits | FluxOR fluorescence; hits give low values | B-score at 10 µM;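 active means B-score under library mean minus 4 SD, starting fluorescence ratio at most library mean plus 5 SD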;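 further: more negative B-score means stronger inhibition of thallium flux through KCNK3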
# Target sequence (O14649 whole entry, looked up): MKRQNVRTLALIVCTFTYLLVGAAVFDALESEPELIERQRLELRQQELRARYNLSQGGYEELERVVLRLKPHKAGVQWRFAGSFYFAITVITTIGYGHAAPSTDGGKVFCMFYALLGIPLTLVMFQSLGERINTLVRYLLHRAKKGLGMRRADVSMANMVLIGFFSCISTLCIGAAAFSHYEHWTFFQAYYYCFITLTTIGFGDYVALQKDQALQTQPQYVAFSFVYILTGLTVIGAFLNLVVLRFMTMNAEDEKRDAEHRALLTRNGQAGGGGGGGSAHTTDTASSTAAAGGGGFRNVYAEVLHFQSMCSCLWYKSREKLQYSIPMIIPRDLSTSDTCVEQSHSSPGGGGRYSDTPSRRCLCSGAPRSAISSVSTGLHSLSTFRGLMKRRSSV
# Dyrk1A ADPGlo: rat Dyrk1A kinase inhibitors, primary screen, biochemical, single point, plate reader. Dual specificity tyrosine-phosphorylation-regulated kinase 1A (Rattus norvegicus), Q63470. ADP-Glo luminescence, NFATc1 peptide. inhibition, % at 12.5 µM. 310,000 compounds, 0.43% hits; in the data active means inhibition above about 50%;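 further: plate controls were vehicle with enzyme for no effect and no enzyme for full effect; many of its hits are not listed in these tables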
# KCNQ1 block: inhibitors of human KCNQ1 channel, primary screen, cell-based, thallium flux, high-throughput; Potassium voltage-gated channel subfamily KQT member 1 (Homo sapiens), P51787; CHO-K1 KCNQ1, FluxOR thallium flux fluorescence; hits give high values; B-score at 10 µM; 310,000 compounds, 1.3% hits;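 active means compounds whose thallium flux B-score, printed positive for inhibition, exceeds three library SD while starting fluorescence stays within three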;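 further: channel opened by potassium depolarization with thallium stimulus after 20 min compound exposure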
# Target sequence (P51787 whole entry, looked up): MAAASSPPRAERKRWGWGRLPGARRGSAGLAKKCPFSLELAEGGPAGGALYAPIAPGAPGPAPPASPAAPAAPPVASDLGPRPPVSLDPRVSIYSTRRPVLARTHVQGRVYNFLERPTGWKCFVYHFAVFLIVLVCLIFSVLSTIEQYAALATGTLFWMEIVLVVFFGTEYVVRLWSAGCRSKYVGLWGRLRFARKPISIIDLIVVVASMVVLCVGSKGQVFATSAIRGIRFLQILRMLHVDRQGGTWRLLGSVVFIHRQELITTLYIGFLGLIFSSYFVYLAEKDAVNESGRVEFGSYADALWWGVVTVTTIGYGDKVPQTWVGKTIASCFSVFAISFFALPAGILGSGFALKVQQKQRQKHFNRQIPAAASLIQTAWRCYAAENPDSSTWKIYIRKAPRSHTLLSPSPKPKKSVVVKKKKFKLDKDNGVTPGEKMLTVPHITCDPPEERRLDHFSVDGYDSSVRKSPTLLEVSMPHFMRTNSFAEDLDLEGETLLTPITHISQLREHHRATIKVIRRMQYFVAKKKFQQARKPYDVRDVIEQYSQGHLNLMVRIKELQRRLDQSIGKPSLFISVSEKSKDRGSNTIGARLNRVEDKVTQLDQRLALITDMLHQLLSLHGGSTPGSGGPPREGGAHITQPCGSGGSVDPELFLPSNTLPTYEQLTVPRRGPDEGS
# TRPC4 PAM: positive allosteric modulators of TRPC4, primary screen, cell-based, mouse TRPC4beta, HEK293 mu-opioid, Fluo-4 calcium; Short transient receptor potential channel 4 (Mus musculus), Q9QUQ5; DAMGO EC20, Fluo-4 Ca2+ flux; hits give high values; B-score at 10 µM; 310,000 compounds, 0.42% hits; AID 2227, 2009;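 active means B-score of calcium response area above 5 SD of library B-scores, with initial fluorescence ratio within 5 SD of library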;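 further: B-score of integrated fluorescence ratio over time as area under calcium response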
# PolyA inh: polyadenylation inhibitors in yeast reporter cells, primary screen, luminescence, S. cerevisiae | S. cerevisiae SKY197-pL101 polyadenylation reporter, beta-gal luminescence; efflux-impaired pdr1/pdr3 knockout yeast; score 100 = 6 SD above DMSO | calls only at 12 µM | 300,000 compounds, 0.02% hits;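 active means lowest replicate activity score at least 50, where 100 means six control SD above control mean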;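 further: yeast exposed to compound for 9 h at 30 °C; higher score means more reporter readthrough which indicates perturbed polyadenylation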
# Platelet DG rel: inhibitors of platelet dense granule secretion, primary screen, cell-based, MLPCN, human platelets | inhibition, %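 (compounds screened at 7.5 µM in platelet-rich plasma)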 | human platelet-rich plasma, SFLLRN dense granule ATP release, luminescence | AID 1663, 2009 | 300,000 compounds, 0.22% hits;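 active means mean replicate score, as percent of positive control, at or above 50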
# TRPC4 block: inhibitors of mouse TRPC4 channel, primary screen, Fluo4 calcium, HEK293 TRPC4beta/mu-opioid cells; Short transient receptor potential channel 4 (Mus musculus), Q9QUQ5; DAMGO-evoked Fluo4 calcium flux; hits give low values; B-score at 10 µM; 300,000 compounds, 0.39% hits;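 active means B-score over 3 SD under the library average, no early fluorescence shift, positive overall ratio signal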
#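 material = TRPC4beta/mu-opioid receptor HEK293 cell line | probe or stimulus = sequential submaximal and maximal DAMGO stimulation | compound dosing = one concentration per compound | measured by = Fluo4 Ca2+ flux fluorescence | evaluation = integrated fluorescence ratio relative to baseline, converted to per-well B score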
# KCNQ1 pot: potentiators or activators of KCNQ1 channel, primary screen, cell-based, thallium flux, high-throughput; Potassium voltage-gated channel subfamily KQT member 1 (Homo sapiens), P51787; CHO-K1 KCNQ1, thallium flux FluxOR fluorescence; hits give high values; B-score at 10 µM; 310,000 compounds, 0.35% hits; AID 2648, 2010;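 active means fluorescence ratio B-score, a plate-corrected score, at least three library SD, with initial intensity B-score within 5 SD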
#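 Doses: Single concentration per compound, DMSO matched to controls | Test system: KCNQ1-transfected CHO-K1 cells | Timing: 90 min dye loading and 20 min compound exposure, both at room temperature | Measured by: Kinetic FluxOR thallium fluorescence, 10-s 1-Hz baseline, 110-s post-stimulus read | Medium: Assay buffer with matched DMSO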
# TRPC4 agonist: activators of mouse TRPC4 channel, primary screen, Fluo4 calcium, HEK293 TRPC4beta/mu-opioid cells; Short transient receptor potential channel 4 (Mus musculus), Q9QUQ5; Fluo4 calcium fluorescence; hits give high values; B-score at 10 µM; 310,000 compounds, 0.49% hits;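 active means B-score above 5 SD of library B-scores, and initial fluorescence ratio not above library mean plus 5 SD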;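 further: positive B-score marks a calcium rise read as TRPC4 activation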
#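 Assay system – TRPC4beta and mu-opioid receptor HEK293 stable cells · Measured by – Fluo4 fluorescence, kinetic · Schedule – dye loading 45 min room temperature, 110 s kinetic read · Read-out – B-scored integrated calcium fluorescence ratio · Controls – buffer and maximal DAMGO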
# hERG protect: hERG rescue from dofetilide block, primary screen, cell-based, CHO-hERG, FluxOR thallium flux, dofetilide IC70; Voltage-gated inwardly rectifying potassium channel KCNH2 (Homo sapiens), Q12809; dofetilide IC70 present; activation (rescue from dofetilide block), less the hit threshold, % at 10 µM; 310,000 compounds, 0.51% hits;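 active means activation above the mean of controls blocked by dofetilide plus 5 SD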;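 further: thallium influx through hERG after potassium depolarization seen as dye fluorescence rise; in these data hits start at about 4.7%; inactives centre near -7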
# * hit, by the source's call; i = inactive; nt = not tested or not shown. Not all compounds are listed (hit frequency here may not be typical).
SMILES,KCNK9 block,KCNK3 block,Dyrk1A ADPGlo,KCNQ1 block,TRPC4 PAM,PolyA inh,Platelet DG rel,TRPC4 block,KCNQ1 pot,TRPC4 agonist,hERG protect
O=C(NCc1ccc2c(c1)OCO2)c1cccc(Cl)c1,i,i,1,i,i,i,4,i,i,i,-1
c1ccc2c(c1)c1ccccc1n1c(-c3ccc4c(c3)OCO4)nnc21,i,i,-2,i,i,i,1,i,i,i,2
O=C(CN1CCCCCC1)Nc1cccc([N+](=O)[O-])c1,i,i,1,i,i,i,-7,i,i,i,-1
CCCn1c(=O)c2ccccc2n2c(SCCOc3ccccc3)nnc12,i,i,nt,i,i,i,9,-7*,i,i,-15
Cc1cc(NCc2ccc(F)cc2Cl)n2nnnc2n1,i,i,2,i,i,i,-1,i,i,i,-9
Cn1c(=O)c2ncn(CC(=O)N/N=C/c3ccco3)c2n(C)c1=O,i,i,-3,i,i,i,-17,i,i,i,-13
Cc1cccc2cc3c(nc12)SC(=NCC1CCCO1)N(Cc1ccco1)C3 (stereo unspecified),i,i,3,i,i,i,-1,i,i,i,-8
COc1ccc(NC(=O)c2cccc(F)c2)cc1Cl,i,i,1,i,i,i,3,i,i,i,-4
O=C(NCc1ccco1)Nc1ccc(Br)cc1,i,i,-15,i,i,i,2,i,i,i,-9
COc1cc(Cl)c(C)cc1NC(=O)COC(=O)C1=COCCO1,i,i,9,i,i,i,0,i,i,i,-12
Cc1ccc(Cl)cc1NC(C#N)c1ccccc1 (stereo unspecified),i,i,nt,i,i,i,-17,i,i,i,-13
O=C(O)C1CCCCC1C(=O)NC(c1ccccc1)c1ccccc1 (stereo unspecified),i,i,0,i,i,i,18,i,i,i,-8
Oc1ccccc1N=Cc1c(O)ccc2ccccc12,i,i,-1,i,i,i,1,i,i,i,-7
COc1cccc(C(=S)N2CCCC2)c1OC,i,i,-7,i,i,i,-3,i,i,i,-14
CCOc1ccc(Cl)cc1S(=O)(=O)N1CCC(C(=O)NCc2ccncc2)CC1,i,i,3,i,i,i,-32,i,i,i,-7
CC(=O)N1CCCc2cc(S(=O)(=O)Nc3ccc4c(c3)OCO4)ccc21,i,i,12,i,i,i,3,i,i,i,-7
CC(C)c1nnc(NC(=O)CCS(=O)(=O)c2nc(-c3cccs3)cc(C(F)(F)F)n2)s1,i,i,9,i,i,i,-1,i,i,i,-10
O=C(Cn1c(=O)cnc2ccccc21)N1CCCc2ccccc21,i,i,1,i,i,i,-9,i,i,i,-9
NS(=O)(=O)c1ccc2nc(NC(=O)C3=COCCO3)sc2c1,i,i,nt,i,i,i,-2,i,i,i,-4
O=C(NC1CCCC1)C1CCCN1C(=O)Nc1ccccc1Cl (stereo unspecified),i,i,-5,i,i,i,3,i,i,i,-1
O=C(O)c1nn(CCOc2ccccc2F)c(=O)c2ccccc12,i,i,15,i,i,i,-5,i,i,i,-8
CC(C)NC(=O)CCCN1C(=O)c2ccccc2Sc2ncccc21,i,i,2,i,i,i,-3,i,i,i,2
Cc1ccc(NC(=S)N2CCN(CCN3C(=O)c4cccc5cccc(c45)C3=O)CC2)cc1,i,i,-2,i,i,i,0,i,i,i,-5
O=C(/C=C/c1cccc(Br)c1)Nc1nn[nH]n1,i,nt,nt,i,i,i,0,i,i,i,-6
CCc1nnc(NC(=O)c2c(-c3ccccc3)noc2C)s1,i,i,-3,i,i,i,-6,i,i,i,-3
CC(=O)N1CCc2cc(S(=O)(=O)CCC(=O)N3CCN(c4ccccc4)CC3)ccc21,i,i,-1,i,i,i,2,i,i,i,-7
CCOc1ccc(N2C(=O)CN(C)C2=S)cc1,i,i,-2,i,i,i,-15,i,i,i,-4
Cc1ccc2c(c1)C(=O)OC1(O)C3C4C=CC(C4)C3C(=O)N21 (stereo unspecified),i,i,nt,i,i,i,2,i,i,i,-9
O=C(COc1ccccc1F)N1CCCc2ccccc21,i,i,16,i,i,i,2,i,i,i,-7
O=C(O)C1CC(c2ccc(F)cc2)=NO1 (stereo unspecified),i,i,-3,i,i,i,-4,i,i,i,-4
CCOC(=O)C1(Cc2ccccc2)CCCN(Cc2ccc(OCCO)cc2)C1 (stereo unspecified),i,i,16,i,i,i,-1,i,i,i,-19
CN(C)/C=C/C(=O)c1cnc2n(c1=O)CCS2,i,i,0,i,i,i,-1,i,i,i,-4
CC(=O)c1cccc(NC(=O)NC(C)C2CCCO2)c1 (stereo unspecified),i,i,3,i,i,i,9,i,i,i,-2
COC(=O)c1ccc(S(=O)(=O)N2CCc3ccccc3C2)cc1,i,i,-8,i,i,i,-6,i,i,i,-3
CS/C(=N\N(C)C(N)=O)c1ccccc1,i,i,-1,i,i,i,-4,i,i,i,-13
COc1ccc(N2CCN(CCNC(=O)Nc3ccc(C)cc3Cl)CC2)cc1,i,i,-2,i,i,i,-5,i,i,i,-8
NC(=O)Cc1ccc2c(c1)[nH]c1ccccc12,i,i,-17,i,i,i,-4,i,i,i,-9
COc1ccccc1C(=O)N/N=C(\C)c1cccnc1,i,i,nt,i,i,i,-19,i,i,i,-5
Cc1ccc(-c2cc(C(=O)O)c3sc(N4CCCCC4)nc3n2)cc1,i,i,-5,i,i,i,19,i,i,i,-6
COc1ccc(CC(=O)Nc2cccc(-c3ccc4nnc(C)n4n3)c2)cc1,i,i,-9,i,i,i,10,i,i,i,-10

# The closing 5 entries of the part above come first, to join the parts.
SMILES,KCNK9 block,KCNK3 block,Dyrk1A ADPGlo,KCNQ1 block,TRPC4 PAM,PolyA inh,Platelet DG rel,TRPC4 block,KCNQ1 pot,TRPC4 agonist,hERG protect
COc1ccc(N2CCN(CCNC(=O)Nc3ccc(C)cc3Cl)CC2)cc1,i,i,-2,i,i,i,-5,i,i,i,-8
NC(=O)Cc1ccc2c(c1)[nH]c1ccccc12,i,i,-17,i,i,i,-4,i,i,i,-9
COc1ccccc1C(=O)N/N=C(\C)c1cccnc1,i,i,nt,i,i,i,-19,i,i,i,-5
Cc1ccc(-c2cc(C(=O)O)c3sc(N4CCCCC4)nc3n2)cc1,i,i,-5,i,i,i,19,i,i,i,-6
COc1ccc(CC(=O)Nc2cccc(-c3ccc4nnc(C)n4n3)c2)cc1,i,i,-9,i,i,i,10,i,i,i,-10
Cc1ccc(S(=O)(=O)Cn2nnnc2C(c2ccccc2)N2CCN(c3ccccc3)CC2)cc1 (stereo unspecified),i,i,3,i,i,i,0,i,i,i,-2
COc1ccc(CCNC(=O)C2CCN(S(=O)(=O)c3ccc(Cl)cc3)CC2)cc1OC,i,i,7,i,i,i,3,i,i,i,-9
CCOC(=O)N1CCN(C(=O)C2CC(c3ccc(F)cc3)=NO2)CC1 (stereo unspecified),i,i,8,i,i,i,3,i,i,i,-3
CCc1noc(C)c1C(=O)Nc1ccc(S(=O)(=O)N2CCC(C)CC2)cc1,i,i,-9,i,i,i,5,i,i,i,-8
O=C(O)CC(NC(=O)C1c2ccccc2Oc2ccccc21)c1ccc(Cl)cc1 (stereo unspecified),i,i,-4,i,i,i,1,i,i,i,-3
CCOCC(=O)OCC(=O)Nc1cc(OC)c([N+](=O)[O-])cc1C,i,i,nt,i,i,i,2,i,i,i,4.9*
Cc1nn(-c2nc(-c3ccco3)cc(C(F)(F)F)n2)c(C)c1Cl,i,i,-5,i,i,i,-1,i,i,i,-7
CCn1c(SCC(=O)Nc2ccccc2C(=O)OC)nnc1-c1cccc(C)c1,i,i,-1,i,i,i,11,i,i,i,-9
CCOC(=O)N1CCN(C(=O)CN(Cc2ccc(Cl)cc2)S(C)(=O)=O)CC1,i,i,15,i,i,i,nt,i,i,i,-5
COCCNc1nc2ccccc2nc1NS(=O)(=O)c1ccc(C)cc1C,i,i,-2,i,i,i,-3,nt,i,i,-1
CC(C)(C)OC(=O)NCCCC1=CC2=CC(=O)C(C)(OC(=O)C3CCCC3)C(=O)C2=CO1 (stereo unspecified),i,nt,nt,i,i,i,-1,i,i,i,-9
COc1ccccc1NC(=O)C(C)Nc1ccc(C)c(Cl)c1 (stereo unspecified),i,i,nt,i,i,nt,nt,i,i,i,-9
CCS(=O)(=O)n1nc(-c2ccc(Cl)cc2)nc1SCc1ccccc1,i,nt,nt,10*,i,i,5,i,i,i,-15
CS(=O)(=O)Nc1ccc(C(=O)Nc2ccccc2Cl)cc1,i,i,1,i,i,i,0,i,i,i,-5
CCCOc1ccc(Cc2nn3c(=O)/c(=C/c4ccco4)sc3nc2=O)cc1,i,i,-7,i,i,i,-5,i,i,i,-6
CC(=O)Nc1cccc(C(=O)OCC(=O)c2ccc3c(c2)OCO3)c1,i,i,69*,i,i,i,-4,i,i,i,-9
NC(=S)C1COc2ccccc2O1 (stereo unspecified),i,i,2,i,i,i,2,i,i,i,-10
CC(C)(CO)Nc1ccc([N+](=O)[O-])cc1[N+](=O)[O-],i,i,-8,i,i,i,1,i,i,i,-2
CCOC(=O)N1CCC(NC(=O)CCC(=O)N2CC(C)Oc3ccc(C)cc32)CC1 (stereo unspecified),i,i,4,i,i,i,-1,i,i,i,-4
CCN1CCN(CCCNC(=O)CCc2nc(-c3ccc(OC)cc3)no2)CC1,i,i,-1,i,i,i,-6,i,i,i,-6

# Compound activity: PubChem BioAssay, several laboratories
